# Bioassay records: PubChem, several laboratories
# Peg3 prom inh: inhibitors of Peg3 promoter; HeLa PEG-Prom luciferase reporter, luminescence, overnight; inhibition, % at 20 µM; 1.7% of 360,000 active;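 active means inhibition of at least 50% at 20 µM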
# HIF-2a inh: HIF-2a inhibition; 786-0 RCC cells HIF-2a reporter, luciferase luminescence, overnight; inhibition, % at 18.8 µM; 0.72% of 360,000 active; AID 624352;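 active means inhibition of the luminescence signal of 40% or more relative to plate controls, in a single-dose primary screen at 18.75 µM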
# PDI inh: blocks human protein disulfide isomerase activity; P07237; PDI insulin aggregation turbidity, A650, 90 min; inhibition, % at 10 µM; 0.052% of 350,000 active;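 active means mean inhibition across replicates of 30% or more, whatever share of single replicates reach that level; inconclusive means mean inhibition below 30% while every single replicate reaches 30%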;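 further: absorbance from insulin aggregation driven by PDI reduction with DTT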
# CaV13 FRET inh: Disruptors of the CACNA1D IQ motif to Ca2+-dependent inactivation inhibitor domain association, primary screening, Förster resonance energy transfer in intact living …; 0.098% of 340,000 active; AID 743397; inhibition, % at 12.3 µM; HEK cells, CFP/YFP FRET ICDI-IQ, plate reader, 10 min; percent FRET-ratio fall versus neutral wells;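 active means mean replicate inhibition of at least 30% and at least 1% of replicates passing that level; inconclusive means only one of the two criteria is met; inactive means neither criterion is met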;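 further: 0% = median of the neutral control wells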
# Cardio protect: modulators protecting cardiomyocytes from myocardial damage; protection from H2O2 cell death, % at 20 µM; AID 588492; 0.63% of 360,000 active; H9c2 cardiomyocytes, H2O2 injury protection, ATPLite, 2 h;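 active means compounds giving at least 50% protection of heart cells from peroxide-induced death in the single-dose screen, raw or plate-pattern-corrected value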;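 further: 0% = DMSO wells with peroxide and 100% = DMSO wells without peroxide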
# Shn3 inh set2: Schnurri-3 reporter inhibition in Clone20 osteoblasts; AID 588674; inhibition, % at 12.5 µM; Clone20 osteoblast Shn3 3'UTR firefly luciferase, 24 h; 0.52% of 360,000 active;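 active means mean inhibition of at least 75% with every replicate also reaching 75%; inconclusive means mean inhibition at least 75% but some replicate below; inactive means mean inhibition below 75%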;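 further: 0% = median of neutral control wells and 100% = pilot-screen positive control compound; some compounds past the cut are filed as inactive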
# MITF TRPM1 inh: MITF TRPM1 promoter inhibition in SK-MEL-5 cells. SK-MEL-5 TRPM1 promoter luciferase, 24 h. AID 488899. 0.83% of 330,000 active. inhibition, % at 12.5 µM;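 active means mean inhibition across replicates of 60% or more, whatever share of single replicates reaches that level; inconclusive means some that reach 60%, reason not given; inactive means mean inhibition across replicates below 60%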; further: values of inactives mirror those of a sister screen read the other way
# hiPSC survival: hiPSC single-cell survival enhancement. ATPlite luminescence; 100% = ROCK inhibitor wells, 0% = DMSO. survival enhancement, % at 20 µM. 0.044% of 360,000 active. AID 602274; in the data active means survival enhancement above about 18%;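 further: cells exposed to compounds for 16 hours before the ATP read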
# NR2E3 ag-1: human photoreceptor-specific nuclear receptor agonism | inhibition of corepressor binding, % at 3.98 µM | AID 602229 | 0.35% of 360,000 active | CHO-S Gal4-NCOR/VP16-NR2E3 two-hybrid, luciferase | Q9Y5X4;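 active means inhibition above the mean of all tested compounds plus 3 SD, cut at about 70% in these data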;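 further: 0% = DMSO with NR2E3 transfected cells and 100% = cells lacking NR2E3 construct; higher means lower luciferase signal from less NR2E3 corepressor binding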
# Target sequence (Q9Y5X4 whole entry, looked up, the tested form may be a part): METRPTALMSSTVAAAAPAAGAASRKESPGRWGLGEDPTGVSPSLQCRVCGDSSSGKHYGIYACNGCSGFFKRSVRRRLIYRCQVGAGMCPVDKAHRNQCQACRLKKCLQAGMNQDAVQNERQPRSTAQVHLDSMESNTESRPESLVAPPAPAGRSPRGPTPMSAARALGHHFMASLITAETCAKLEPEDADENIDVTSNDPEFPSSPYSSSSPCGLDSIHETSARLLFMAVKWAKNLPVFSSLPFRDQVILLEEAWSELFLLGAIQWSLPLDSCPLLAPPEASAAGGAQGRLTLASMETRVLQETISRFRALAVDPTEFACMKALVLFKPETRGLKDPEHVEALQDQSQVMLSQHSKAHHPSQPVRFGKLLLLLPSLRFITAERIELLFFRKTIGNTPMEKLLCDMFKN
# m5-HT2A agonist: activates the mouse 5-HT2A serotonin receptor. AID 624169. activation, % at 7.6 µM. 0.66% of 360,000 active. P35363. CHO-K1 mHTR2A beta-arrestin complementation, luminescence; percent of 30 µM serotonin response;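 active means activation above a run cutoff, the mean activation of all tested compounds plus 3 SD, cut at about 14% in these data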;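 further: 0% = plate median of compound wells and 100% = 30 µM serotonin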
# Target sequence (P35363 whole entry, looked up): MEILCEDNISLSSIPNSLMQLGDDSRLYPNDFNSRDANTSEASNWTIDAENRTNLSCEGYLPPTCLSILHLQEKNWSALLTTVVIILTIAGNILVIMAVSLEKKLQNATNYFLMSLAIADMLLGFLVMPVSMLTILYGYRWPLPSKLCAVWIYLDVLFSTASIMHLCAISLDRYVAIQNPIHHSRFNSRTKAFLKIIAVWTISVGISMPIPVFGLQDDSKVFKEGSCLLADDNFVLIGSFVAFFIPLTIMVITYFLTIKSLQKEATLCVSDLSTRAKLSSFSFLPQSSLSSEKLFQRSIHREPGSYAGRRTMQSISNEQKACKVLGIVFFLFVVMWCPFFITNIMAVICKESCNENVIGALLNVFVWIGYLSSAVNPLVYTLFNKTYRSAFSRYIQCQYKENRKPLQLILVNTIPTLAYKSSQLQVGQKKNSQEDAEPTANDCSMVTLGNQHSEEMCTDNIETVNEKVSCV
# NR2E3 ag-2: NR2E3 (human) agonism; Q9Y5X4; 0.12% of 320,000 active; AID 2300; inhibition of corepressor binding, % at 4.78 µM; GST-NR2E3/biotin-RetCOR TR-FRET, 1536-well;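 active means percent inhibition above the cutoff of mean plus 3 SD of all tested compounds, set per screening campaign, cut at about 20% in these data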;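 further: 0% = DMSO wells and 100% = biotin wells as full block of FRET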
#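 Format: 1536-well format; test system: GST-NR2E3 and biotin-RetCOR proteins; read-out basis: percent inhibition of TR-FRET ratio; timing: 5 h incubation at 4 °C; detection: time-resolved FRET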
# * = called active by the depositor; ? = inconclusive; nt = not tested or not shown; + = active, no number.
SMILES,Peg3 prom inh,HIF-2a inh,PDI inh,CaV13 FRET inh,Cardio protect,Shn3 inh set2,MITF TRPM1 inh,hiPSC survival,NR2E3 ag-1,m5-HT2A agonist,NR2E3 ag-2
CCOC(=O)C1Cc2ccccc2C(=O)O1 (centres undefined),3,-1,0,-8,16,14,4,2.4,-8,-4,0
Cc1cccc(C)c1-n1c(C)cc(/C=N/NC(=O)CSc2ncccn2)c1C,3,10,2,-3,-4,18,-6,0.7,-5,-2,-1
COc1ccc(NC(=O)C2CCCN2S(=O)(=O)c2cccc3cccnc23)c(OC)c1 (centres undefined),-4,18,2,6,4,3,13,-0.5,-16,-4,5
CCCCCCCC1(C)NC(=O)NC1=O (centres undefined),-4,11,3,-6,-8,-11,1,-0.2,-26,3,-3
Cc1ccc(OCCC(=O)OCC(=O)NC(=O)NC2CCCC2)cc1,13,-17,0,-6,2,-2,2,1.9,8,2,-4
CCCOC(=O)c1ccc(NC(=O)COC(=O)C2CCN(c3ccc(C(F)(F)F)cn3)CC2)cc1,-20,-55,-2,-5,-5,-28,1,-2.4,-2,1,nt
OCC1(Cc2ccccc2)CCCN(Cc2ccn[nH]2)C1 (centres undefined),14,14,10,4,2,-6,-3,-0.5,-5,-2,-3
CCOC(=O)C1CCCN(C(=O)c2csc(-c3ccc4c(c3)CCO4)n2)C1 (centres undefined),18,4,14,16,4,11,-19,-0.1,4,0,-3
O=C(c1cccnc1Nc1ccccc1F)N1CCOCC1,-7,11,5,-5,-8,14,10,-0.7,18,2,2
COc1ccccc1CNC(=O)c1cc(-c2cccnc2)nc2ccccc12,36,2,-8,-7,14,-4,-15,-0.9,6,-1,-1
CCN1C(=O)[C@H]2[C@@H](c3ccc(C(F)(F)F)cc3)N[C@]3(CCCN(Cc4ccc(C(F)(F)F)cc4)C3=O)[C@H]2C1=O,4,-5,1,-3,-16,30,nt,0.0,-12,3,nt
Cc1ccc(-c2noc(C3CCCN(C(=O)C4CCCCC4)C3)n2)o1 (centres undefined),-54,-66,16,-7,-3,-13,-13,2.8,-40,-2,1
N#CCCn1nc(-c2ccccc2)cc1Nc1ccccc1NC(=O)c1cccs1,22,16,5,-6,2,7,5,3.5,2,-2,0
CC(C)c1ccc(N=Cc2c(O)c3ccccc3oc2=O)cc1,1,-74,1,1,-5,4,-3,-0.7,3,8,2
Cc1ccc(S(=O)(=O)/N=C2/NC(=O)/C(=C\c3ccccc3)S2)cc1,32,6,2,-2,-15,0,19,-2.9,30,-2,nt
CC1(C)CC(=O)/C(=C(\O)CCCN2C(=O)c3ccccc3C2=O)C(=NCC(=O)O)C1,-18,-11,11,1,10,-5,4,0.6,-21,-1,-2
COC(=O)CN(c1ccc(F)cc1)S(=O)(=O)c1ccccc1,11,17,4,-4,8,-3,-1,1.5,9,-11,1
CCN(CC)CCN=CC1=C(O)CNC1=O,1,7,-10,-4,-5,-19,-4,4.2,-7,5,1
CN(C)CCN(Cc1ccco1)c1ccccn1,11,4,-2,-10,2,7,10,1.0,7,-6,nt
CC1=Nc2ccc(C)cc2N(Cc2ccccc2)C(=O)C1,14,-4,-8,-6,18,1,nt,0.6,-12,-3,2

# 3 entries from above, with two lines to a compound.
# Every second line gives: Peg3 prom inh | HIF-2a inh | PDI inh | CaV13 FRET inh | Cardio protect | Shn3 inh set2 | MITF TRPM1 inh | hiPSC survival | NR2E3 ag-1 | m5-HT2A agonist | NR2E3 ag-2
Cc1ccc(-c2noc(C3CCCN(C(=O)C4CCCCC4)C3)n2)o1 (centres undefined)
→ -54 | -66 | 16 | -7 | -3 | -13 | -13 | 2.8 | -40 | -2 | 1
N#CCCn1nc(-c2ccccc2)cc1Nc1ccccc1NC(=O)c1cccs1
→ 22 | 16 | 5 | -6 | 2 | 7 | 5 | 3.5 | 2 | -2 | 0
CC(C)c1ccc(N=Cc2c(O)c3ccccc3oc2=O)cc1
→ 1 | -74 | 1 | 1 | -5 | 4 | -3 | -0.7 | 3 | 8 | 2

# (listing goes on)
SMILES,Peg3 prom inh,HIF-2a inh,PDI inh,CaV13 FRET inh,Cardio protect,Shn3 inh set2,MITF TRPM1 inh,hiPSC survival,NR2E3 ag-1,m5-HT2A agonist,NR2E3 ag-2
Cc1ccccc1NC(=O)c1ccc2c(c1)N(C)CCS2,-205,-254,nt,-5,-2,-104,nt,-3.6,-38,-2,2
Cc1ccc(S(=O)(=O)N2[C@@H](c3ccc(Cl)cc3)C(C(=O)O)=CC[C@H]2c2ccc3c(c2)OCO3)cc1,11,10,11,-12,14,22,-4,1.2,11,-4,1
C[C@]12c3[nH]c4ccccc4c3CCN1C(=O)C(CC(=O)NCCC1=CCCCC1)C[C@@H]2C(=O)N1CCCCC1 (some centres undefined),23,8,18,-6,6,0,6,0.0,-6,2,nt
CC1=NN(c2ccc(C)cc2C)C(=O)C1C(c1cccc(O)c1)C1C(=O)N(c2ccc(C)cc2C)N=C1C (centres undefined),0,1,5,-2,-3,-11,-4,-1.3,-9,5,4
COC(=O)C1=C(C)N(c2ccc(F)c(Cl)c2)C(=O)C1,10,-10,3,-6,0,1,3,-2.0,-26,1,2
COc1ccc(C(=O)CC(CC(=O)c2ccc(OC)cc2)C(=O)O)cc1,16,4,5,-5,-1,-7,0,10,0,-1,-1
CCOC(=O)N1CCN(C(=O)c2ccc(OC(C)=O)cc2)CC1,-2,7,-7,1,2,-13,6,-2.2,14,11,-2
CCCC(=O)Nc1ccc(C(=O)NN=C(C2CC2)C2CC2)cc1,-6,12,-1,-20,-4,-7,-6,1.6,-13,-2,0
COc1ccc(/C=N/NC(=O)C(=O)NCc2cccnc2)cc1OC,11,5,8,nt,2,-6,-3,-1.2,20,-6,-2
O=C(NCCn1cc(SCc2ccccc2F)c2ccccc21)c1c(F)cccc1F,-31,-170,nt,-4,-20,?,nt,-3.8,-13,-1,1
COc1ccc(OC)c(C(c2nnnn2C2CCCC2)N2CCc3ccccc3C2)c1 (centres undefined),32,33,9,nt,-12,6,8,-1.7,-18,-5,-2
COc1ccc(NC(=O)c2cccc(S(=O)(=O)N3CCCCCC3)c2)cc1,-6,-3,-2,-3,-10,21,-4,-0.3,-13,1,-1
COC(=O)c1ccc(CSc2nnnn2-c2ccc(C)cc2C)o1,16,-9,-12,-8,1,-16,5,1.1,1,5,4
Cc1cccc(NC(=O)Nc2nnc([C@@H]3C[C@H](O)[C@@H](CO)O3)s2)c1,-21,-59,8,-6,14,2,nt,1.4,-13,2,nt
CNS(=O)(=O)c1cnccc1N1CCN(C)CC1,7,12,15,-4,5,-11,1,1.0,-15,1,-3
Cc1ccc(OCCC(=O)Nc2ccc3c(c2)OCO3)cc1,-32,-53,-9,-6,3,1,-6,-0.3,10,1,3
COc1ccc(NS(=O)(=O)c2cccc(C(=O)N/N=C/c3ccc(O)cc3)c2)cc1,17,17,22,nt,-5,-8,9,-0.1,8,-4,-1
Cc1cccn2c(=O)c(/C=C(\C#N)C(=O)NC3CCS(=O)(=O)C3)c(N3CCC(C(N)=O)CC3)nc12 (centres undefined),16,12,-3,+,6,-21,3,0.4,0,1,-2
COc1cc(NC(=O)c2ccccc2Cl)ccc1NC(=O)c1cccs1,-274,-269,7,-21,4,-99,-73,-0.7,-85,2,-3
Cn1c(N)c(C(=O)c2ccc(Oc3ccccc3)cc2)c(=O)n(C)c1=O,-28,-47,-8,-5,-5,0,-4,0.1,-25,8,-2
COc1ccc(C2CC(c3ccncc3)=NN2c2ccc(S(N)(=O)=O)cc2)cc1 (centres undefined),-225,-209,-13,-16,6,-139,-42,-0.1,-115,0,nt
CCn1cc(C2=NOC(C(=O)Nc3cc(OC)c(Cl)cc3OC)C2)c(C)n1 (centres undefined),21,-4,-10,-4,-5,13,7,0.6,-27,2,3
Cc1nc(NC(=O)C2CC2)sc1C(=O)N1CCCCC1,-3,-5,-7,nt,10,-13,5,-0.1,-6,-2,0
Cc1oncc1C(=S)Nc1ccccc1,-18,6,-8,-5,4,-1,7,0.7,13,0,0
CCCn1c(SCC(=O)N2c3ccccc3Sc3ccccc32)nc2c1c(=O)n(C)c(=O)n2C,27,16,3,-5,35,7,0,6.3,-5,-2,1
CCN(CC)C(=O)c1scc2c1OCCO2,-8,6,1,nt,-12,12,-8,0.3,-11,1,4
COc1cc(C(=O)N2CCN(c3ccc(C)cc3C)CC2)cc(OC)c1OC,26,3,nt,-2,-4,-1,31,-0.5,-73,1,2
COCCN1CCC(CNCc2cn[nH]c2-c2ccc(C)c(C)c2)C1 (centres undefined),-9,18,6,-2,2,11,-3,0.0,-10,0,3
COCCNC(=O)CC(NS(=O)(=O)c1ccc(NC(C)=O)cc1)C(C)C (centres undefined),4,9,-11,-2,-2,-7,-8,1.1,3,5,-2
COc1ccc(-c2cc(C(=O)Nc3cccnc3)c3ccccc3n2)cc1OC,-1,-18,-7,-6,11,-12,1,1.1,0,-3,-5
CC(C)(C)N1CC(c2nc3ccccc3n2Cc2ccccc2)CC1=O (centres undefined),9,7,-2,-7,6,-3,-9,-2.5,-30,1,-3
Cc1ncc(CN2CCN(Cc3ccccc3)C(CCO)C2)s1 (centres undefined),4,5,7,-6,1,-19,2,0.3,-6,-9,-3
CC(=O)c1cccc(OCC(=O)NC2CCCCCC2)c1,-97,-64,-7,-6,-4,-6,-33,-0.4,-9,1,nt
Cc1ccc(C)c(C(=O)NCc2ccncc2)c1,1,14,4,-4,3,1,0,-0.6,21,0,1
CN1OC[C@@H]2CN[C@H](c3ccc(-c4cc5ccccc5o4)cc3)C[C@@H]21,89*,90*,5,nt,-31,85,nt,-5.0,92*,-10,nt
CC(=O)Nc1cccc(NC(=O)C(=O)NCC(c2ccco2)N2CCc3ccccc3C2)c1 (centres undefined),-3,9,-2,-4,-13,42,1,-0.4,8,3,0
COc1ccc(-c2nnc(SCC(=O)N3c4ccccc4Sc4ccccc43)o2)cc1,30,12,-3,-6,-16,43,-3,1.6,-13,-3,0
C=CCn1c(=O)c2ccccc2n2c(SCC(N)=O)nnc12,11,0,-1,0,11,-15,6,1.3,-21,3,1
COCc1cc(C)n(CC(=O)Nc2ccc(N3CCOCC3)c(Cl)c2)c(=O)c1C#N,12,7,-5,-7,4,-1,1,0.7,11,0,1
COc1ccc([N+](=O)[O-])cc1NC(=O)COC(=O)C1CC1,2,20,21,0,-3,20,-3,0.0,-15,3,1
Cc1ccc(NC(=S)N(CCCN2CCOCC2)Cc2ccco2)cc1C,-12,1,-1,5,0,21,6,-0.5,-6,-4,-2
O=C(NCCN1CCC(n2c(=O)[nH]c3ccccc32)CC1)c1ccc(Cl)cc1,nt,-3,nt,-4,nt,nt,nt,-0.3,-28,-2,nt
CN1C(=O)NC2C1N(S(C)(=O)=O)CCN2S(C)(=O)=O (centres undefined),-10,-4,0,-12,0,0,20,1.0,-7,6,-1
CCCN(Cc1ccccc1)C(=S)Nc1ccc(SC(F)F)cc1,-96,-109,-7,-3,-10,29,0,-0.4,-18,-8,nt
